Screens from PubChem BioAssay.
Ecoli viability – E. coli V3065 growth inhibition, primary screen, counter-screen for AddAB inhibitor project, absorbance, OD600; 330,000 compounds, 0.27% hits; 18 h; inhibition, % at 11.9 µM; AID 449728, 2010;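 active = inhibition above the campaign's mean inhibition across all tested compounds plus 3 SD, cut at about 9.9% in these data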;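 note: uninfected addAB+ strain grown without phage in ampicillin broth; 0% = DMSO wells and 100% = ciprofloxacin 0.95 µg/ml wells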
SUMO Mot1 rescue – yeast Mot1-301 growth rescue at high temperature, primary screen, SUMOylation pathway inhibitor project, S. cerevisiae, ATP luminescence, 38.5C. S. cerevisiae Mot1-301 growth rescue; percent above DMSO median, 100 means doubled. growth rescue, % at 18.8 µM. 320,000 compounds, 1% hits. AID 2716, 2010;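 active = every valid replicate shows activation above 250% relative to neutral control wells; inactive = the rest, any valid replicate at or below 250%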;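 note: OY570 slx delta 5 strain wells were the positive control but not used for scaling; some compounds called inactive have numbers as strong as hits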
OPRM1-OPRD1 inv – inverse agonists of MOR-DOR heterodimerization, primary screen, cell-based, luminescence. 340,000 compounds, 0.21% hits. cell-based MOR-DOR heterodimer luminescence, inverse agonism. inhibition, % at 9.3 µM. AID 504357, 2011; in the data active = inhibition above about 22%, passing the limit was not always enough;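 note: 0% = cells with DMSO and 100% = wells without cells with DMSO; values of inactives mirror those of a sister screen read the other way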
AddAB inh – growth inhibition of E. coli expressing H. pylori AddAB, primary screen, AddAB inhibitor project, absorbance; inhibition, % at 11.9 µM; AID 435030, 2010; 330,000 compounds, 0.29% hits; in the data active = inhibition above about 12%;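 note: 0% = vehicle wells of infected cells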
Tat export inh – E. coli Tat export inhibitors, primary screen, MC4100, TorA-mCherry reporter, fluorescence, single point; inhibition, % at 10 µM; 340,000 compounds, 0.036% hits; AID 488895, 2010;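 active = mean replicate inhibition at least 50% and at least half of replicates individually reaching 50%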;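 note: exported cargo escapes ClpAP degradation while cytoplasmic cargo is degraded and loses fluorescence; 0% = median of neutral control wells and 100% = median of NaSCN control wells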
Arrestin-AP2 inh – inhibitors of beta-arrestin/AP2 binding, primary screen, biochemical, GPCR trafficking, flow cytometry; FITC-arrestin peptide / GST-AP2 beads; AP2 beta2 appendage carries R879A mutation; AID 504490, 2011; 340,000 compounds, 0.31% hits; inhibition, % at 10 µM; beta-arrestin 1 C-terminal peptide binding to AP2 beta2-adaptin appendage (human);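 active = inhibition above a set limit, near 3 SD of compounds lacking own fluorescence, cut at about 54% in these data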;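 note: plate controls were DMSO wells for no effect and 5 µM unlabelled arrestin peptide for full effect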
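Material – GST-tagged AP2 beta2-adaptin appendage (R879A) on 4 µm glutathione beads · Probe or stimulus – fluorescein-tagged arrestin peptide at 50 nM final · Timing – 12 min plus 1 h, RT · Detection – bead flow cytometry, FITC channel · Read-out basis – inhibition as reduced fluorescein signal on beads, percent · Medium – PBS plus Tween 20 (0.05%) and BSA (0.1%)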
Pemphigus Ab inh – inhibitors of pemphigus antibody binding to DSG3, primary screen, biochemical, bead-based, flow cytometry, scFv-GFP; Desmoglein-3 (Homo sapiens), P32926; DSG3-coupled beads, scFv-anti-DSG3-GFP binding; stronger effect = lower value; binding (percent of control), % at 10 µM; 310,000 compounds, 0.48% hits; AID 588358, 2011;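 active = binding more than 3 SD below its plate's average and above zero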; note: some compounds called inactive have numbers as strong as hits
Target sequence (P32926 whole entry, looked up): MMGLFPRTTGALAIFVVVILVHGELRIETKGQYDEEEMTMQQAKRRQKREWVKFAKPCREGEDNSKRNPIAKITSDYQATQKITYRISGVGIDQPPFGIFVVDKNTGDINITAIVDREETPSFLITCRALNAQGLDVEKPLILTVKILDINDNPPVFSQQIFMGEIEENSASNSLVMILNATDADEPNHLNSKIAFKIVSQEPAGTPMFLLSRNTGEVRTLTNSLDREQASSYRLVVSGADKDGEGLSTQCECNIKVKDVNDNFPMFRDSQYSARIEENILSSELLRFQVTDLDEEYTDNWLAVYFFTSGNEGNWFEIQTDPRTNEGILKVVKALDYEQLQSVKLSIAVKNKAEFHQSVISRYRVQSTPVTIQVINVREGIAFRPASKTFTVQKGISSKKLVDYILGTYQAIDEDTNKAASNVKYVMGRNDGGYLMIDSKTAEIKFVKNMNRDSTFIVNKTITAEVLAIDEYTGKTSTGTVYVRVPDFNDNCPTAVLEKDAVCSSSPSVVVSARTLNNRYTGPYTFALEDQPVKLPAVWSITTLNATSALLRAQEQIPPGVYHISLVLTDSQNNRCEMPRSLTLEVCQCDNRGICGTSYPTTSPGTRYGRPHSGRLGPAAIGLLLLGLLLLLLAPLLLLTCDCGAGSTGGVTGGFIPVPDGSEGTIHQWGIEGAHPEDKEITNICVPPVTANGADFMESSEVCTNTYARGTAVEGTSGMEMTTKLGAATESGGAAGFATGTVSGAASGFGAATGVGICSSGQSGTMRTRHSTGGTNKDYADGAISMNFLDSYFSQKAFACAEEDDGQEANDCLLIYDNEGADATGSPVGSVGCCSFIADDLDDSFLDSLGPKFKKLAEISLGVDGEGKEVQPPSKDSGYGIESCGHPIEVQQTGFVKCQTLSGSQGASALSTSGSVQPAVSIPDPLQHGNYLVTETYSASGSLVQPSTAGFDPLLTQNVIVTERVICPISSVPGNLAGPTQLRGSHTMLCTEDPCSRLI
PfHsp90 set2 – growth inhibition of PfHsp90-expressing yeast, primary screen, antimalarial PfHsp90 inhibitor project, S. cerevisiae, BacTiter-Glo luminescence, single point, set 2; AID 504621, 2011; BacTiter-Glo ATP, 48 h; yeast lacking PDR1 and PDR3 efflux regulators; 310,000 compounds, 0.32% hits; inhibition, % at 9.4 µM;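 active = every replicate shows inhibition above about 80%, whatever the replicate mean, limit read from the data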;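 note: 0% = DMSO neutral controls and 100% = 20 µM radicicol positive controls; yeast relying on Plasmodium falciparum Hsp90 in place of its own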
phage Ecoli inh – growth loss of phage-infected E. coli, primary screen, RecBCD inhibitor project, absorbance, with phage, HTS; inhibition, % at 11.9 µM; 360,000 compounds, 0.26% hits; AID 651602, 2012; in the data active = inhibition above about 11%
OPRM1-OPRD1 ag – agonists of OPRM1-OPRD1 heterodimerization, primary screen, cell-based, luminescence | Mu-type opioid receptor (Homo sapiens) + Delta-type opioid receptor (Homo sapiens), … | 340,000 compounds, 0.3% hits | cells | AID 504326, 2011 | activation, % at 9.3 µM; in the data active = activation above about 18%;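 note: 0% = vehicle-treated cells and 100% = reference agonist; values of inactives mirror those of a sister screen read the other way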
PKA-R1A activ – activators of PKA-R1A holoenzyme, primary screen, biochemical, fluorescence polarization, Cy5-IP20, bovine R1A, mouse PKAc | 340,000 compounds, 0.083% hits | PKA-R1A dissociation; scaled: DMSO 0%, 113 µM cGMP 100% | cAMP-dependent protein kinase type I-alpha regulatory subunit (Bos taurus) + … | AID 504707, 2011 | activation, % at 11.4 µM;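 active = percent activation above the mean of all tested compounds plus 3 SD, cut at about 19% in these data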;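 note: higher means more PKAc released from R1A so a rise in polarization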
* = called active by the depositor; x = not tested or not shown; & = joins results of further samples.

canonical_smiles,Ecoli viability,SUMO Mot1 rescue,OPRM1-OPRD1 inv,AddAB inh,Tat export inh,Arrestin-AP2 inh,Pemphigus Ab inh,PfHsp90 set2,phage Ecoli inh,OPRM1-OPRD1 ag,PKA-R1A activ
COc1cccc(C(C2=C(O)CC(C)(C)CC2=O)C2C(=O)CC(C)(C)CC2=O)c1 (stereo unspecified),0.6,69,4,2.8,25,-1,118,8,3.3,-0.8,-20
CCOC(=O)C(C)(C)Oc1cccc2c1S(=O)(=O)c1ccccc1-2,-1.8,2,10,1.0,-8,-27,x,13,1.5,-2.0,1
Cc1nc2ccccc2c(=O)n1NC(=O)c1ccccc1F,0.6,2,13,0.5,-3,9,97,-18,4.7,-2.6,-14
CCSc1nnc(C)c2ccccc12,1.7,23,12,-1.6,-12,-2,101,5,2.7,-2.2,3
CCCn1c(C(C)C)n[nH]c1=S,0.4,2,25,1.2,2,41,99,13,1.1,-4.8,-2
CCCN1Cc2cccc(C(=O)Nc3ccc4c(c3)OCO4)c2C1=O,1.5,-7,6,0.6,3,10,106,-2,3.7,-1.0,-19
O=C(COC(=O)c1ccc(S(=O)(=O)Nc2ccccc2)cc1)NC1CCCC1,-1.5,48,5,4.1,4,3,99,7,4.0,-1.1,-6
COc1ccc([C@@H]2C(C#N)=C(N)S[C@@H](c3ccccc3)[C@@H]2[N+](=O)[O-])cc1,-0.3,38,12,4.2,5,31,99,-3,4.7,-2.7,0
COc1cccc(-c2nnc(SCc3cccnc3)o2)c1,0.6,81,14,3.0,-8,-2,93,5,3.9,-2.8,-3
CCCCCn1cnc2sc(-c3ccccc3)cc2c1=O,1.1,18,-1,-1.1,4,0,104,-12,0.2,0.2,-1
COc1cccc(C(=O)NC2CC3CCCC(C2)N3CC(=O)Nc2ccc(N(C)C)cc2)c1 (stereo unspecified),0.4,13,-8,1.1,-2,14,98,x,2.2,1.4,14
CC(C)N(CC#CCC(O)(c1ccccc1)c1ccccc1)CCO,x,x,x,x,-3,-12,105,4,1.6,x,x
CCC(C)NC(=O)Nc1ccccc1F (stereo unspecified),-0.2,-6,7,2.6,-8,-1,125,-11,0.6,-1.2,3
CN(c1ccc(C(=O)NCc2ccco2)cc1)S(C)(=O)=O,-3.2,13,7,0.2,-19,-7,95,0,2.4,-1.2,-3
Cc1ccc(C(=O)N2CCN(Cc3nc4sc5c(c4c(=O)[nH]3)CCCC5)CC2)cc1,-2.3,-11,22,1.9,5,-2,105,-15,2.0,-4.2,3
COc1cc(C(=O)NCC(=O)Nc2c(C)cccc2C)ccc1OCc1ccccc1,-2.5,4,5,-2.5,5,25,105,-22,1.0,-1.2,-13
COc1cccc(C(=O)Nc2cccc(-c3nnc(-c4ccco4)o3)c2)c1,-1.5,9,-4,3.4,-2,-6,106,x,4.2,0.8,1
Cc1cc2c(c(=O)n1Cc1ccccn1)C(c1ccc3c(c1)OCO3)C(C#N)=C(N)O2 (stereo unspecified),-1.5,-6,8,0.3,-9,-4,x,28,0.3,-1.6,2
O=C(NC1CCCC1)C(c1ccsc1)N(Cc1ccccc1)C(=O)Cc1cccs1 (stereo unspecified),-0.2,-17,-12,0.8,3,16,107,20,0.5,2.0,4
Nc1cc(=O)[nH]c(SCC(=O)Nc2ccccc2Sc2ccc(Cl)cc2)n1,-1.8,2,-19,1.7,2,41,98,2,2.7,3.4,3

Following part:
canonical_smiles,Ecoli viability,SUMO Mot1 rescue,OPRM1-OPRD1 inv,AddAB inh,Tat export inh,Arrestin-AP2 inh,Pemphigus Ab inh,PfHsp90 set2,phage Ecoli inh,OPRM1-OPRD1 ag,PKA-R1A activ
COc1ccc(NCc2nnc(SCC(=O)Nc3cc(C(F)(F)F)ccc3Cl)o2)cc1,0.1,-8,9,1.2,-9,-3,100,13,3.5,-1.7,-16
Cc1c(-c2ccccc2)n[nH]c1C(=O)NN,0.6,174,15,-0.6,-6,-4,84,21,4.0,-3.0,1
COc1ccc2[nH]c(=O)c(CN(CCCN(C)C)C(=O)Nc3ccccc3)cc2c1,2.2,0,4,-1.6,-3,4,97,-1,0.7,-0.7,5
O=C(CCc1ccc(S(=O)(=O)N2CCOCC2)cc1)N/N=C/c1ccc(O)c(O)c1O,2.8,-10,-25,4.5,-8,28,94,2,10,4.4,-5
COC(=O)/C=C1\N/C(=N/c2nc(C)c3cc(OC)ccc3n2)NC1=O,0.3,15,5,0.3,3,-16,96,11,x,-1.0,4
O=C(COC(=O)c1ccccc1-n1cnnn1)c1ccccc1,1.6,-4,21,0.0,2,-10,105,x,1.8,-4.0,6
O=C(CCSc1ccc(F)cc1)NNC(=O)c1ccccc1Cl,-0.3,3,8,0.9,-2,5,105,-10,5.8,-2.1,6
Cc1cccn2cc(CCNS(=O)(=O)c3cccs3)nc12,1.5,2,-2,1.4,9,2,90,4,5.0,0.3,-11
COc1ccc([C@H]2CC(=O)C=C(c3cccc(Cl)c3O)C2)cc1OC,-1.6,-2,32,-1.1,10,4,99,1,4.3,-5.5,4
CCOC(=O)Cn1c(C(C)=O)nc2ccccc21,-1.3,21,10,2.3,-10,-5,x,-4,1.5,-1.8,-1
COc1ccccc1Nc1ccc(S(=O)(=O)N2CCCCC2)cc1[N+](=O)[O-],-1.2,-7,7,2.6,10,17,99,7,6.4,-1.6,3
COc1cc(S(=O)(=O)n2ccc(C)n2)c(OC)cc1Cl,1.6,-9,-4,-1.5,-3,4,103,-9,-0.5,0.7,-3
CCCCn1c(SCC(=O)Nc2ccc3c(c2)CCC3)nc2ccccc2c1=O,-0.7,-3,-10,3.0,2,10,101,13,3.6,1.3,2
Cc1ccccc1NC(=O)CN1C(=O)S/C(=C/c2cccnc2)C1=O,0.7,0,-5,1.8,7,33,104,1,0.5,0.8,-3
COc1ccccc1C(=O)N1CCN(C(=O)c2oc3ccc(C)cc3c2C)CC1,1.9,18,-5,0.3,-5,-11,102,4,1.0,0.8,-2
O=C(NCc1ccccc1Cl)c1ccc(CSc2nc3ccncc3[nH]2)cc1,-1.0,-10,7,-0.3,3,3,105,-14,2.0,-1.3,-12
CCOC(=O)N1CCN(C(=O)c2ccc(CS(=O)Cc3ccccc3Cl)o2)CC1 (stereo unspecified),-1.4,5,20,2.9,-11,3,99,16,0.0,-3.8,-6
CCN(CC)C(=O)c1ccc2c(=O)n(CCOC)c(=S)[nH]c2c1,3.0,-11,14,2.9,1,2,102,-31,2.4,-2.8,9
CCCCn1c(-c2c(Cl)c(C)nn2C)n[nH]c1=S,0.6,1,11,4.0,-3,-5,96,16,3.8,-2.2,-3
COc1ccc(CN(C)C(=O)c2ccc3c(=O)n4c(nc3c2)CCC4)c(OC)c1,-0.6,-20,8,2.8,-3,2,98,x,4.0,-1.4,-4

One compound at a time (already shown).
Cc1cc2c(c(=O)n1Cc1ccccn1)C(c1ccc3c(c1)OCO3)C(C#N)=C(N)O2 (stereo unspecified) across the screens: Ecoli viability: -1.5; SUMO Mot1 rescue: -6; OPRM1-OPRD1 inv: 8; AddAB inh: 0.3; Tat export inh: -9; Arrestin-AP2 inh: -4; Pemphigus Ab inh: x; PfHsp90 set2: 28; phage Ecoli inh: 0.3; OPRM1-OPRD1 ag: -1.6; PKA-R1A activ: 2
COc1ccc([C@H]2CC(=O)C=C(c3cccc(Cl)c3O)C2)cc1OC across the screens: Ecoli viability: -1.6; SUMO Mot1 rescue: -2; OPRM1-OPRD1 inv: 32; AddAB inh: -1.1; Tat export inh: 10; Arrestin-AP2 inh: 4; Pemphigus Ab inh: 99; PfHsp90 set2: 1; phage Ecoli inh: 4.3; OPRM1-OPRD1 ag: -5.5; PKA-R1A activ: 4

The list goes on.
canonical_smiles,Ecoli viability,SUMO Mot1 rescue,OPRM1-OPRD1 inv,AddAB inh,Tat export inh,Arrestin-AP2 inh,Pemphigus Ab inh,PfHsp90 set2,phage Ecoli inh,OPRM1-OPRD1 ag,PKA-R1A activ
Cc1cc(-n2nc3ccccc3n2)c(O)c([N+](=O)[O-])c1,-2.7,6,26*,-0.7,2,-17,111,-3,-1.3,-4.7,-1
CC(c1nnc(SCC(=O)Nc2cc([N+](=O)[O-])ccc2F)n1Cc1ccccc1)N(C)C (stereo unspecified),-1.1,184,-6,0.5,4,-9,112,19,0.9,0.7,-3
COc1cc(NC(=O)C2CCC(CNc3c(N4CCCCC4)c(=O)c3=O)CC2)cc(OC)c1 (stereo unspecified),0.5,10,1,-1.2,-3,-3,98,13,0.1,-0.2,-4
O=C(COC(=O)Cc1ccc(F)cc1)NCc1ccco1,1.8,-3,2,1.2,-2,3,83,-7,3.3,-0.3,-5
O=C(CC1C(=O)Nc2ccccc2N1CC(=O)N1CCCC1)Nc1ccc(Br)cc1 (stereo unspecified),-1.9,-23,17,-3.7,6,1,106,-23,0.8,-4.2,2
CC(C(=O)NC1C(=O)N2C(C(=O)O)=C(CSc3nnnn3C)CSC12)n1cc(Br)cn1 (stereo unspecified),-1.5,-2,7,-2.2,-11,10,99,1,4.7,-1.2,1
CCn1c(=NC(=O)C2COc3ccccc3O2)sc2c(OC)ccc(OC)c21 (stereo unspecified),-2.6,9,16,-1.4,6,-11,98,-12,2.9,-3.0,-10
CCCc1ccc(OCC(O)CN2CCN(c3ccccc3)CC2)cc1 (stereo unspecified),1.0,24,-17&-29,-0.2,11&3,-8&-2,90&108,-9&-15,1.7&0.3,3.3&5.9,4&0

3 compounds already listed, arranged by the value under phage Ecoli inh, largest number first.
mol	phage Ecoli inh
CC(C(=O)NC1C(=O)N2C(C(=O)O)=C(CSc3nnnn3C)CSC12)n1cc(Br)cn1 (stereo unspecified)	4.7
O=C(COC(=O)Cc1ccc(F)cc1)NCc1ccco1	3.3
COc1cc(NC(=O)C2CCC(CNc3c(N4CCCCC4)c(=O)c3=O)CC2)cc(OC)c1 (stereo unspecified)	0.1
